Nox1 inh: inhibitors of human NADPH oxidase 1 (Nox1) | Q9Y5S8 | HT29 cells, luminol chemiluminescence ROS | inhibition, % at 6.7 µM | 0.81% of 16,000 active | AID 1792
OPRK1 antag MB: OPRK1 (human) antagonism, Maybridge screen; P41145; OPRK1 cells, antagonist mode, fluorescence readout; inhibition, % at 9 µM; 0.4% of 16,000 active; AID 652031; in the data active = inhibition above about 50%
Target sequence (P41145 whole entry, looked up): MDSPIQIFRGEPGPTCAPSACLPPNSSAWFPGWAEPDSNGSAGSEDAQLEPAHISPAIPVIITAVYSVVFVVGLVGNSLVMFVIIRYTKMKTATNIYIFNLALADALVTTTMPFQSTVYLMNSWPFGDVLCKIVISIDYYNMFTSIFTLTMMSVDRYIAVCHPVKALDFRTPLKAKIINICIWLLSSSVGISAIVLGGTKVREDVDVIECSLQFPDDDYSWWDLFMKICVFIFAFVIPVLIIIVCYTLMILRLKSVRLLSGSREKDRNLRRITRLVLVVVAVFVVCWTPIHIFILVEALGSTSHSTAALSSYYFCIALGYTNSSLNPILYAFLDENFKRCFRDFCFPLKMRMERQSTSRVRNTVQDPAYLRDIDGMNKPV
Luminol counter: counter-screen for Nox1 inhibitors: inhibitors of luminol chemiluminescence | HRP/luminol/H2O2 chemiluminescence counterscreen | inhibition, % at 6.7 µM | 0.4% of 16,000 active | AID 1823; note: reference of the scale not given here
NOTCH ag: agonists of NOTCH signaling | NOTCH signaling luciferase reporter cells, luminescence | activation, % at 2.5 µM | 0.4% of 15,000 active; in the data active = activation above about 2.2%
TLR4-MyD88 inh: inhibitors of human TLR4-MyD88 binding; inhibition, % at 10 µM; O00206; 0.06% of 16,000 active; Cell-based TLR4-MyD88 binding inhibition assay; in the data active = inhibition above about 45%
S1P1 ag: S1P1 (human) receptor agonism. P21453. S1P1 agonist cell-based reporter assay. activation, % at 4.5 µM. 1.5% of 16,000 active; in the data active = activation above about 80%
Target sequence (P21453 whole entry, looked up): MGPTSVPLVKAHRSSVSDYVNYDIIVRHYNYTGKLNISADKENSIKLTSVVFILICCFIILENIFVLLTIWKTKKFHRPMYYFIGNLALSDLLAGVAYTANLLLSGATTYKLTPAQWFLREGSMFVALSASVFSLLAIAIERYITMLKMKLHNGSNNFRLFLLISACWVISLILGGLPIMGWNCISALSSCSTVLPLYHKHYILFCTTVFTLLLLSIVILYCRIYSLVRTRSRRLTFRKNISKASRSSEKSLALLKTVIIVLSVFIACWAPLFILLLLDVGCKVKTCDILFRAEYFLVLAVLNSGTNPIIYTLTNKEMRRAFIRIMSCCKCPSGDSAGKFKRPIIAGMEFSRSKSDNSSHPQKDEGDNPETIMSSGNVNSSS
rat GALR2 agon: GALR2 (rat) receptor agonism; O08726; cell-based GALR2 agonist screen; 0.5% of 16,000 active; activation, % at 10 µM; in the data active = activation above about 15%
PME-1 Maybridge: PME-1 (human) inhibition, Maybridge primary screen. Q9Y570. recombinant PME-1, FP-Rh probe fluorescence polarization. inhibition, % at 9 µM. 0.5% of 16,000 active; in the data active = inhibition above about 30%
* marks the source's active call; other numbers are inactive results; . = not tested or not shown; & = joins results of further samples. Cut-off read from the data, not from the text of the source, unless noted: active = inhibition above about 75%; inactive = the rest.

mol	OPRK1 antag MB	NOTCH ag	rat GALR2 agon	TLR4-MyD88 inh	S1P1 ag	Luminol counter	Nox1 inh	PME-1 Maybridge
O=C1/C(=C\C2CC=CCC2)Cc2ccccc21 (stereo unspecified)	2	-0.4	2	-1	15	2	-85	-3
CCOC(=O)c1cc(C(=O)OC)c(C)nc1NCc1ccc2c(c1)OCO2	3	0.2	-9	1	-20	2	-68	-1
CC(C)(C)CN/C(C#N)=C(/C#N)NCc1cccc(Cl)c1	-10	-0.4	-10	9	10	3	-21	-2
Cc1cc(C(F)(F)F)nc2c(-c3noc(-c4ccccc4)n3)cnn12	7	-1.0	0	10	24	-4	14	7
CCOC(CN(C(=O)c1ccc(C(F)(F)F)cc1)c1ccc(F)cc1)OCC	-4	0.1	-6	-8	-10	-6	-12	0
CC(=O)Nc1ccc(NC(=O)c2cc(C)ccc2[N+](=O)[O-])c(C)c1	-6	-0.1	-5	5	-11	1	-29	-2
CCOC(=O)C(=CNc1cscc1C)C(=O)OCC	-25	0.3	4	1	-4	3	-45	-3
CCCCCCCCCCCC(=O)ON1C(=O)CCC1=O	50*	-0.9	-3	4	-5	-5	73	5
Cc1nnsc1-c1nnc(SCC(=O)Nc2ccc(F)cc2)n1C1CC1	-5	-0.4	-8	-8	-24	-1	0	1
COCc1cc(=O)[nH]c(SC2CC(=O)N(c3ccc(N4CCOCC4)cc3)C2=O)n1 (stereo unspecified)	6	-0.6	-6	5	13	-2	-6	-1
O=C(N/N=C/c1ccncc1)N/N=C/c1ccncc1	5	0.1	-8	9	28	6	-9	1
S=C(Nc1cccnc1)N1CCCN(Cc2ccc(Cl)cc2Cl)CC1	5	-0.2	-4	-10	14	1	-2	-2
O=c1[nH]cnc(O)c1[N+](=O)[O-]	-23	0.2	-4	5	2	9	-19	-1
Nc1nc(SCc2c(F)cccc2Cl)n[nH]1	-8	0.2	-6	-4	-3	3	-71	0
O=C(Nc1ccc2c(c1)OCCO2)C1CC1	1	-0.3	-6	-2	-11	2	-28	1
CCCn1c(=O)c2oc(C)cc2n(-c2ccccc2C)c1=O	0	2.1	-8	-3	7	-5	-26	3
O=C(NC(=O)N1CCc2ccccc21)c1c(Cl)cccc1Cl	8	0.6	-6	2	9	-6	-11	1
Fc1cccc(Cl)c1-n1cccc1	1	0.2	-6	-6	-8	-3	18	2
Cc1ccsc1CNC(=O)Nc1ccc(F)cc1	-2	-0.2	-3	-2	2	-3	19	0
O=C(CSc1nc(-c2ccccc2)cc(=O)[nH]1)c1ccc(Cl)s1	0	-0.4	-5	-5	-2	-2	-35	-2
CCCS(=O)(=O)c1cscc1NC(=O)Nc1c(-c2c(Cl)cccc2Cl)noc1C	-19	-0.5	-7	-6	0	1	-3	7
O=[N+]([O-])c1ccc(C=Nc2cccc(-c3nnco3)c2)cc1	4	0.3	-6	-17	-19	4	-1	-2
NC(N)=N/N=C/c1ccc(Cl)cc1Cl	10&4	-0.9&-0.7	-3&-6	2&2	35&10	17&6	-53&-28	-6&-4
CCN(CCS(=O)(=O)c1ccc(Cl)cc1)C(=O)Nc1ccc(Cl)cc1	5	0.2	-3	3	-1	1	-44	-2
O=[N+]([O-])c1cc(S(=O)(=O)NCc2ccco2)ccc1N/N=C/c1cccnc1	11	-0.1	-7	-31	12	5	-62	4
N#Cc1ccc(S(=O)(=O)NC2CCN(Cc3ccccc3)CC2)cc1	-11	-0.5	-3	-2	-21	3	-39	-2
CCCSc1ncccc1C(=O)NCc1ccc2c(c1)OCO2	-30	-0.6	-7	-1	2	2	-38	2
CS(=NC(=O)c1cccc(Cl)c1)c1ccc(OC(=O)c2ccc(Cl)cc2)cc1 (stereo unspecified)	16	-0.3	-3	11	-2	-2	-38	-2
COc1ccc(/C=C(\C#N)C(N)=S)cc1	0	-1.1	0	14	109*	8	-56	4
COC(=O)c1cc(S(=O)(=O)N2CCN(c3c(Cl)cncc3Cl)CC2)oc1C	-9	-0.2	-4	-6	4	-5	-3	9
CCc1[nH]c(=S)[nH]c(=O)c1C#N	-2	0.9	-6	-1	-4	9	-10	0
COc1cccn(Cc2nnc(SCc3ccc(Cl)cc3)n2C)c1=O	-4	-0.2	-4	0	-1	2	-59	0
Cc1cc(C)c(C(N)=O)c(CC(C)(C)C(=O)O)c1	-3	0.0	-11	7	-2	3	-44	0
CN(C)Nc1ccc([N+](=O)[O-])c(NN(C)C)c1C#N	-21	-0.5	-5	8	81*	63	81*	2
Cc1cc(NC(=O)/C=C\C(=O)O)c([N+](=O)[O-])cc1C	19	2.1	-5	39	5	-4	29	7
CCOC(=O)C(=CNc1ccccc1-c1nnc(-c2ccc(Cl)cc2)o1)C(=O)OCC	-33	-1.3	-11	-3	-17	-7	2	-14
CCOC(=O)c1ccc(N2CCCCC2)c(N)c1	5	-0.6	-2	-6	4	4	-10	-1
O=c1oc2ccccc2cc1S(=O)(=O)c1ccccc1	4	-0.4	-3	8	-11	4	15	-1
CSC(=NCCSCc1c(Cl)cccc1Cl)NC#N	-2	-0.3	-4	-7	3	1	-46	-4
O=C(CCCO)NCc1ccc(F)cc1	24	-0.7	0	4	12	-4	29	8
COc1ccc(NC(=O)C2CC(=O)N(Cc3ccc(F)cc3)C2)cc1 (stereo unspecified)	-1	-5.2	-5	0	-3	-4	2	5
CCOC(=O)/C=C1\NC(=O)CS1	-5	-1.0	-6	4	8	12	-49	-2
COC(=O)c1scc(N)c1C(=O)OC	0	0.6	-4	-8	4	-3	12	6
CC(C)S(=O)(=O)c1cnc(N2CCOCC2)nc1N	17	-0.6	-3	-6	0	-1	-5	2
c1cnc2c(c1)nnn2C1CC1	-5	-0.5	-5	18	4	0	-18	4
Cc1nn(C)c(Sc2ncccn2)c1[N+](=O)[O-]	35	-1.0	-4	9	4	3	-35	-2
COc1ccccc1CCC(=O)O	-2	0.3	-3	1	14	-7	12	9
COc1ccc(OC)c(Sc2cc(-n3cccc3)c(Cl)cc2[N+](=O)[O-])c1	-2	-0.4	-4	1	17	-5	71	7
[N-]=C=N[n+]1ccc2ccccc2c1C(=O)c1ccc(Cl)cc1	-14	-0.7	-8	5	6	-8	-13	8
Cc1cc(-c2nn(C)c(=O)c3ccccc23)cc(C)c1O	-20	-0.5	-5	5	22	-6	19	-13
Cc1ccc2oc(=O)n(CC/C(N)=N/OC(=O)c3ccc(C(F)(F)F)nc3C)c2c1	9	-0.1	-2	8	15	-4	30	4
Cc1nc(C)nc(N(CCS(=O)(=O)c2ccccc2)CCS(=O)(=O)c2ccccc2)n1	8	-0.4	-5	-14	-3	1	-16	3
COC(=O)c1ccsc1N1C(=O)c2ccccc2C1=O	8	-5.5	-3	5	10	-1	-24	-1
O=C(Oc1nnc(SCCS(=O)(=O)c2ccc(F)cc2)n1C1CC1)c1cccs1	1	-0.8	-5	3	5	2	-48	-1
Cc1cc(SC(=O)N/C=C/c2ccco2)c(C)cc1Cl	7	-0.5	-6	-9	-7	-5	26	-4
COc1ccc(-c2nc(=O)c3ccccc3o2)cc1OC	14	-0.9	-2	-4	-1	3	-50	-1
Cc1ccc(S(=O)(=O)Nc2c(C)n(C)n(-c3ccccc3)c2=O)cc1	5	-0.1	-3	-3	-12	3	6	0
Cc1cc(S(=O)(=O)/N=C/N(C)C)c(C)cc1Cl	-14	0.2	-3	-5	-23	2	-47	0
OCCNC(=S)NC1CC2C=CC1C2 (stereo unspecified)	8	-0.3	-3	4	-9	4	-44	0
CCCCC(C(=O)N/N=C/c1ccccn1)C(=O)N/N=C/c1ccccn1	1	0.2	-4	-2	-14	1	-25	-3

Further structures follow.
mol	OPRK1 antag MB	NOTCH ag	rat GALR2 agon	TLR4-MyD88 inh	S1P1 ag	Luminol counter	Nox1 inh	PME-1 Maybridge
Cc1ccc(NC(=O)c2cc(Br)cc3c2OCC3)cc1	-13	-0.6	-3	-2	3	-3	-3	3
COc1cccc(N2CC(=O)N(/N=C/c3ccccn3)CC2=O)c1	5	0.0	-5	-6	-1	-2	7	2
Cc1csc2c(=O)[nH]cnc12	6	-0.8	-12	-7	-7	3	-24	-3
COc1ccc(OCCC(=O)N/N=C/C=C/c2ccccc2)cc1	.	-0.4	-6	4	-4	1	-59	-3
COc1ccc(NS(=O)(=O)c2cn(C)cn2)cc1	24	-0.4	-5	5	-4	-2	-26	2
COC(=O)c1ccc(COc2ccc(NC(C)=O)cc2)o1	-9	0.0	-4	1	7	-2	-21	0
CCOC(=O)c1cnc(C(F)(F)F)nc1Oc1ccccc1	4	-0.1	-8	-14	-4	-6	-4	3
CC1CN(c2ccc(NS(=O)(=O)c3ccccc3)cc2C(=O)O)CC(C)O1 (stereo unspecified)	-10	-0.4	-1	2	-10	41	84*	-1
Cc1noc(C)c1S(=O)(=O)Nc1ccc(-c2cn3c(n2)SCC3)cc1	-17	-0.3	-5	-4	0	-4	-3	2
O=C(Nc1ccc(Cl)cc1)c1ccc2nonc2c1	14	-1.0	-7	6	17	-6	34	5
CC(=O)c1nnn(-c2cc(Cl)cc(Cl)c2)c1C	15	0.6	-3	-5	-11	2	-44	0
COc1ccc(-n2nnnc2SCC(=O)c2ccc3ccccc3c2)cc1OC	-12	-0.4	-9	-48	-1	8	-17	-3
COc1ccc(NS(=O)(=O)c2ccc(C)cc2)c([N+](=O)[O-])c1	-4	-0.2	-6	-3	4	-5	16	8
Cc1cc(S(=O)(=O)NCc2nn(-c3ccccc3)nc2C)c(C)s1	16	-0.7	-9	-3	-19	-2	-2	3
O=c1c2c(F)cccc2nc2sc3ccc(Cl)cc3n12	13	-0.5	-4	1	12	-7	20	1
O=C(NCCc1cccs1)c1cccs1	10	-0.2	-3	-1	-10	3	-27	-2
O=C(CN1CCN(c2nc3cc(Cl)ccc3s2)CC1)N(c1ccccc1)C1CCCCC1	28	0.9	-5	5	-15	-2	17	7
CCS(=O)(=O)c1ccc(O)c(NC(=O)CC2(CC(=O)O)CCCC2)c1	-5	.	-7	-4	-9	3	0	-6
O=C(O)c1ccccc1CS(=O)c1ccccc1 (stereo unspecified)	8	.	-7	7	-15	0	-17	22
Cc1noc(C)c1S(=O)(=O)Nc1csc(C(F)(F)F)c1-c1ccccc1	1	-0.4	-6	14	8	0	-37	21
Nc1ccccc1SCc1ccc2nonc2c1	14	-0.3	-3	-2	43	-8	12	5
Cc1nc(-c2ccccc2)sc1C(=O)NC(=O)c1ccccc1O	0	-0.5	-6	7	33	5	-14	-1
O=C(Nc1ccc(Cl)cc1)N1CCN(c2cccc3[nH]ccc23)CC1	11	-0.3	-6	0	4	15	69	-5
FC(F)(F)c1c(-c2nnnn2-c2ccccc2)cnn1-c1ccccc1	-4	-0.1	-3	-6	25	-6	-11	6
COc1c(/C(N)=N/O)cc(C)c2c1CCC2	-8	0.6	-8	6	9	1	8	1
NNC(=O)OC12CC3CC(CC(C3)C1)C2	-10	.	-9	0	-12	5	-15	0
N/N=c1/nc2sccn2c2ncccc12	14	-0.4	-5	0	-10	-4	-16	4
CCOC(=O)C(C(=O)OCC)=C(Nc1ccc(Cl)cc1)SC	-20	-0.3	-8	5	5	1	-55	9
CCOC(=O)CC(=O)CSc1nnc(N)s1	-9	0.0	-4	1	0	10	-48	0
O=c1c(N2CCCC2)c(N2CCCC2)c1=O	-15	-0.5	-5	-1	4	-3	-1	4

A draw from above in order of heavy-atom count, low to high.
mol	OPRK1 antag MB	NOTCH ag	rat GALR2 agon	TLR4-MyD88 inh	S1P1 ag	Luminol counter	Nox1 inh	PME-1 Maybridge
CCc1[nH]c(=S)[nH]c(=O)c1C#N	-2	0.9	-6	-1	-4	9	-10	0
NC(N)=N/N=C/c1ccc(Cl)cc1Cl	10&4	-0.9&-0.7	-3&-6	2&2	35&10	17&6	-53&-28	-6&-4
O=C(NC(=O)N1CCc2ccccc21)c1c(Cl)cccc1Cl	8	0.6	-6	2	9	-6	-11	1
COc1cccc(N2CC(=O)N(/N=C/c3ccccn3)CC2=O)c1	5	0.0	-5	-6	-1	-2	7	2
FC(F)(F)c1c(-c2nnnn2-c2ccccc2)cnn1-c1ccccc1	-4	-0.1	-3	-6	25	-6	-11	6
CCCCC(C(=O)N/N=C/c1ccccn1)C(=O)N/N=C/c1ccccn1	1	0.2	-4	-2	-14	1	-25	-3
CCOC(=O)C(=CNc1ccccc1-c1nnc(-c2ccc(Cl)cc2)o1)C(=O)OCC	-33	-1.3	-11	-3	-17	-7	2	-14

Hits appear at their usual frequency; about 4.4% have a hit in one of these screens.
